Screening results as filed in PubChem BioAssay.
DUSP3 inh = blocks human VHR1 dual specificity phosphatase; inhibition, % at 13.3 µM; recombinant VHR phosphatase, pNPP absorbance; actives 0.52% (n = 290,000); in the data active means inhibition above about 50%; further: some compounds called inactive have numbers as strong as hits
Target sequence (P51452 whole entry, looked up): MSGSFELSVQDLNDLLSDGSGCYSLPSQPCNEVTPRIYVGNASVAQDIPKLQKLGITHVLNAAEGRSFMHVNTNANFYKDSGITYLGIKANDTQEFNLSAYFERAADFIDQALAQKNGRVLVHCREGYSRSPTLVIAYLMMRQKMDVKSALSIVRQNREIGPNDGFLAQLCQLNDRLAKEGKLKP
Rv3671c inh = inhibitors of M. tuberculosis serine protease Rv3671c. P9WHR9. inhibition, % at 5.96 µM. actives 0.048% (n = 320,000); in the data active means inhibition above about 38%;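 further: extracellular domain of Rv3671c used as enzyme; 0% = enzyme with DMSO and 100% = no enzyme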
PriA SSB inh = blocks PriA binding to SSB C-terminal tail; AlphaScreen SSBct-PriA binding, biotinylated peptide; inhibition, % at 33 µM; AID 1272365; actives 0.6% (n = 430,000); in the data active means inhibition mostly above about 37%, no sharp cut-off; inactive means mostly below about 20%;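 further: plate controls were negative control peptide for no effect and reference peptide for full effect; strong numbers were not always called active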
Mtb UGM inh = Mtb UDP-galactopyranose mutase inhibition; purified UGM, fluorescence polarization probe displacement; inhibition, % at 10 µM; actives 0.06% (n = 320,000); in the data active means inhibition above about 10%, passing the limit was not always enough
Target sequence (P9WIQ1 whole entry, looked up): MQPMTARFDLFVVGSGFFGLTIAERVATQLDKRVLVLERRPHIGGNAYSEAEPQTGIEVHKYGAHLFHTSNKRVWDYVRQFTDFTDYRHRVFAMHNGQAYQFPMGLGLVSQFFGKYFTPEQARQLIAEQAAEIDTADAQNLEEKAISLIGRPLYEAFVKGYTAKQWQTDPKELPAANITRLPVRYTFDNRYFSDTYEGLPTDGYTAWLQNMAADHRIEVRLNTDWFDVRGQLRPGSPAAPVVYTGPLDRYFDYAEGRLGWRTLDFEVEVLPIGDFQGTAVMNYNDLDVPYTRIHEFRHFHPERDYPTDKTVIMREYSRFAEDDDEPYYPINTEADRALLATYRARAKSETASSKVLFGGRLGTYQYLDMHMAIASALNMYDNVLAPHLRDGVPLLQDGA
BH1578 lux ind = induces V. cholerae light production without autoinducers; V. cholerae BH1578 lux reporter, luminescence, 6 h; activation, % at 18.7 µM; actives 0.16% (n = 350,000); in the data active means activation mostly above about 9.7%, no sharp cut-off; further: not every result past the cut was called active; inactives centre near 0; reference of the scale not given here
3CLpro inhibitor = SARS-CoV 3CLpro protease inhibition. recombinant SARS-CoV 3CLpro, quenched FRET peptide cleavage. actives 0.14% (n = 290,000). inhibition, % at 6 µM. P0C6X7; in the data active means inhibition above about 12%
FBA Mtb inh = inhibits M. tuberculosis FBA enzyme; P9WQA3; purified M. tuberculosis FBA, fluorescence read-out; inhibition, % at 1 µM; actives 2.3% (n = 360,000); in the data active means inhibition above about 27%;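 further: 0% = vehicle and 100% = reference inhibitor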
Target sequence (P9WQA3 whole entry, looked up): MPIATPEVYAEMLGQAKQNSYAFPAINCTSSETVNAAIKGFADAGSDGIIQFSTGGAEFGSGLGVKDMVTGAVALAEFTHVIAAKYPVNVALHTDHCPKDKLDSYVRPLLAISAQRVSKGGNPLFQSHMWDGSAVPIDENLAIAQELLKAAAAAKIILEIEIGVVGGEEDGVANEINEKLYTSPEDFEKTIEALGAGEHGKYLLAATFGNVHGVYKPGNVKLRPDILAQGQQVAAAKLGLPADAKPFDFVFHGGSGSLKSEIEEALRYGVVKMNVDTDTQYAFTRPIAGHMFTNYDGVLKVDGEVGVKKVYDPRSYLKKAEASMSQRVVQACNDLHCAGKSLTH
Mtb BioA inh = BioA (M. tuberculosis) enzyme inhibition; purified M. tuberculosis BioA enzyme, plate reader; actives 0.096% (n = 360,000); inhibition, % at 9.99 µM; AID 602481; in the data active means inhibition above about 40%
MazEF act = increases E. coli MazEF RNase cleavage of RNA. P0AE70. FAM/BHQ RNA-DNA oligo cleavage fluorescence, 5 h. activation, % at 20 µM. actives 0.32% (n = 350,000); in the data active means activation above about 50%
Target sequence (P0AE70 whole entry, looked up): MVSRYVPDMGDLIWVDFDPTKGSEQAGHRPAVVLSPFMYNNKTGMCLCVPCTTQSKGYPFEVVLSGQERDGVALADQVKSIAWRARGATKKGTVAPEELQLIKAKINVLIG
GDH-TPI inh = inhibits GDH-TPI coupling enzymes, artifact for Mtb FBA screen | GDH-TPI coupled enzyme counterscreen, NADH absorbance | inhibition, % at 4.8 µM | actives 1.2% (n = 360,000) | AID 588335; in the data active means inhibition above about 30%;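 further: 0% = DMSO wells and 100% = wells lacking the enzyme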
Numbers without * were called inactive; i = inactive; nt = not tested or not shown; & = joins results of further samples.

SMILES | DUSP3 inh | Rv3671c inh | PriA SSB inh | Mtb UGM inh | BH1578 lux ind | 3CLpro inhibitor | FBA Mtb inh | Mtb BioA inh | MazEF act | GDH-TPI inh
CC1CCCN(CCOc2cccc(Oc3ccccc3)c2)C1 (centres undefined) | 22 | 0 | 7 | -4.1 | -0.3 | -1 | 2 | -1.5 | -3 | 3
COc1ccc(-c2cc(C3CC3)nc(SCC(=O)c3cccs3)c2C#N)cc1 | 8 | -5 | 4&6&-6 | 2.6 | -0.7 | -2 | 4 | -6.7 | 2 | 8
CC1Oc2ccccc2C=C1/C=N/NC(=O)[C@@H](C)NC(=O)OC(C)(C)C (some centres undefined) | 13 | 0 | i | -0.4 | i | 2 | 17 | nt | -2 | 38*
Cc1ccc(S(=O)(=O)N2CCCC(C(=O)NNCC(=O)Nc3cc(F)ccc3F)C2)cc1 (centres undefined) | 15 | 2 | -10 | -1.3 | -0.2 | 2 | 2 | nt | -7 | -7
O=C(NCCc1ccccc1)/C(=C/c1ccco1)c1ccccc1 | 6 | -20 | -10 | 0.6 | -0.2 | 3 | 1 | 4.8 | 2 | 7
O=C(NCCc1ccccc1)C(=O)NCC1OCCN1S(=O)(=O)c1ccc([N+](=O)[O-])cc1 (centres undefined) | 11 | -2 | -6 | -0.6 | -5.6 | 5 | -5 | 1.2 | -1 | -4
CCCOc1ccc(C(=O)Nc2ccc(NC(=O)c3cccs3)cc2)cc1 | 17 | -4 | -16 | -2.1 | -0.4 | 0 | 2 | -1.6 | 13 | -1
COc1cccc(C(=O)N2CCC(C(=O)N3CCN(C)CC3)CC2)c1 | 39 | nt | -17 | nt | i | -2 | 4 | -0.4 | 11 | -1
CC(C)(C)C1CCc2c(sc(NC(=O)c3ccco3)c2C(N)=O)C1 (centres undefined) | -9 | -2 | -8 | -2.1 | 15 | 3 | 2 | 0.0 | -4 | -9
COc1cc(OC)c2c(c1)C(=O)OC2 | 4 | -7 | 0 | -1.4 | 0.0 | -2 | -2 | -2.2 | 7 | 9
COc1ccc(CCN(Cc2cccs2)S(=O)(=O)c2ccc(S(=O)(=O)N3CCC(C)CC3)cc2)cc1OC | 1 | 5 | -15 | -1.1 | 3.5 | 3 | -1 | 0.7 | -1 | 9
O=C(Nc1ccccc1)c1ccccc1NC(=O)c1ccccc1C(=O)O | nt | 0 | -6 | -2.4 | -1.1 | nt | 4 | 0.2 | -13 | -1
COC(=O)c1ccc(Cl)c(NC(=O)c2cccc([N+](=O)[O-])c2C)c1 | 11 | -4 | -13 | -1.6 | -0.3 | 1 | 1 | -0.3 | 7 | 7
CCOC(=O)c1sc(NC(=O)CSc2ccccn2)c(C#N)c1C | 7 | -2 | 9 | -3.5 | i | 2 | 2 | -0.2 | -17 | 5
C/C=C/C=C\C(=O)Nc1cccc(C2=NOC3(C2)C[C@@H](C(N)=O)N(C(=O)/C(C)=C/C)C3)c1 (some centres undefined) | -23 | -13 | -6 | -0.5 | i | nt | 4 | -0.9 | 0 | -3
CCOC(=O)c1sc(NC(=O)CCN2C(=O)c3cccc([N+](=O)[O-])c3C2=O)c(C(=O)OCC)c1C | -7 | -4 | -8 | 1.3 | -4.2 | -1 | 2 | -1.2 | -3 | 6
COc1ccc(C(=O)NCC(=O)N2CCC3(CC2)NCCc2[nH]cnc23)cc1 | -15 | 5 | -2 | 0.5 | i | 7 | 4 | -2.1 | -5 | 10
Cc1ccc(C(=O)NNC(=O)COC(=O)COc2ccccc2C#N)cc1 | nt | 6 | 4 | nt | i | nt | -2 | 0.5 | 2 | 7
c1ccc(-c2nnc(SCc3nc4ccccc4[nH]3)n2Cc2ccco2)nc1 | 25 | 4 | 88* | 1.1 | -0.4 | -5 | 3 | nt | -4 | 4
CCOc1ccc(CNC(=O)CCc2cn(C)c3ccccc23)cc1 | 31 | -2 | -8 | -2.6 | i | -3 | -2 | -0.9 | -9 | 8
CCOc1[nH]n(-c2ccccc2)c(=O)c1C=Nc1ccc(C)cc1 | 9 | -12 | -12 | 0.4 | -2.3 | 3 | -2 | nt | -9 | 4
O=C(Cc1coc(-c2ccc(F)cc2)n1)Nc1ccccc1 | 18 | 1 | -7 | 3.0 | 6.8 | 0 | -2 | 0.0 | 0 | 0
Fc1ccc(-n2c(-c3cccs3)nc3nc4ccccc4nc32)cc1 | -2 | 4 | -11 | 0.8 | -0.3 | 5 | 81* | nt | 8 | 4
COC(=O)c1ccc(NC(=O)C(=O)c2cccn2C)cc1 | 2 | -2 | -12 | -1.3 | -0.4 | 0 | 2 | nt | -5 | 11
COc1cccc2c1OC1(N3CCOCC3)CCCCC1C2C[N+](=O)[O-] (centres undefined) | nt | nt | nt | nt | -3.1 | nt | -1 | nt | 5 | 8
COc1ccc(NC(=O)CCC(=O)c2ccc(-c3ccccc3)cc2)cc1 | 38 | -18 | -3 | -0.2 | 0.3 | 6 | -2 | nt | -2 | 6
O=C(Cc1ccc(Cl)cc1)Nc1ccc(N2CCN(C(=O)c3ccco3)CC2)c(Cl)c1 | -11 | -3 | 6 | 1.3 | -0.2 | 1 | -2 | -1.1 | 4 | 7
COc1ccc(S(=O)(=O)NCc2ccc(C)cc2)cc1 | 24 | 6 | -9 | -0.1 | -0.3 | -4 | -1 | -0.4 | -4 | 2
COc1cc(C(C)=O)ccc1OCc1cc(C(=O)N2CCSCC2)no1 | -3 | -1 | 6 | -1.9 | i | 4 | -4 | 2.1 | 4 | -13
COc1ccccc1N(CC(=O)NCCSCc1ccc(Cl)cc1)S(C)(=O)=O | nt | 1 | -10 | -1.2 | i | 0 | 12 | -2.8 | -3 | 15
Clc1cccc(N2CCN(CCNc3nc4ccccc4n4cnnc34)CC2)c1 | -12 | 1 | -4 | 0.1 | -0.5 | -4 | 1 | 3.0 | 6 | -6
Cc1ccccc1OCC(=O)NNC(=O)CN1C(=O)c2ccccc2C1=O | 17 | -10 | -11 | 0.7 | i | 2 | 1 | -1.6 | 5 | 5
Cc1ccc(NCc2nnc3n2CCCCC3)cc1 | 3 | 0 | 0 | -1.4 | -2.0 | 1 | 0 | -0.7 | 9 | 12
CC12CN(C(=O)c3cccc([N+](=O)[O-])c3)C3(C#N)CC1CCC23C (centres undefined) | 11 | nt | -2 | 2.4 | -0.3 | -1 | 2 | 0.0 | 5 | 2
O=C(Nc1ccc(N2CCN(C(=O)c3ccccc3)CC2)cc1)c1cccnc1 | 48 | 2 | 5 | -1.6 | i | -3 | 2 | 29 | 7 | 5
CCOc1ccc2ccccc2c1/C=N/NC(=O)CNC(=O)c1ccccc1O | 2 | -15 | nt | -3.9 | -0.4 | -1 | 4 | nt | 14 | 13

Shown tab-delimited: part of the list above
smiles	DUSP3 inh	Rv3671c inh	PriA SSB inh	Mtb UGM inh	BH1578 lux ind	3CLpro inhibitor	FBA Mtb inh	Mtb BioA inh	MazEF act	GDH-TPI inh
COc1cccc2c1OC1(N3CCOCC3)CCCCC1C2C[N+](=O)[O-] (centres undefined)	nt	nt	nt	nt	-3.1	nt	-1	nt	5	8
COc1ccc(NC(=O)CCC(=O)c2ccc(-c3ccccc3)cc2)cc1	38	-18	-3	-0.2	0.3	6	-2	nt	-2	6

(list continues)
SMILES | DUSP3 inh | Rv3671c inh | PriA SSB inh | Mtb UGM inh | BH1578 lux ind | 3CLpro inhibitor | FBA Mtb inh | Mtb BioA inh | MazEF act | GDH-TPI inh
COC(CNC(=O)C1CCCCC1C(=O)O)OC (centres undefined) | 2 | -12 | -1 | 0.2 | -0.3 | 2 | -1 | 0.8 | 0 | -7
Cc1oc(-c2ccccc2)cc1C(=O)Nc1cccc2ccccc12 | -1 | -3 | -2 | -0.5 | i | 7 | 2 | -2.4 | -8 | 15
COC/C=C/C1=CC2=CC(=O)C(C)(OC(=O)c3cnc4ccccc4n3)C(=O)C2=CN1CCOC (centres undefined) | nt | -8 | 3 | -0.9 | -11 | nt | 0 | -7.8 | 3 | 18
O=C(COc1ccc(S(=O)(=O)NCc2ccccc2)cc1)NCC1CCCO1 (centres undefined) | -19 | -6 | -11 | -1.2 | i | -7 | 1 | 0.7 | -3 | 9
Cc1cc(C(=O)COc2cccnc2[N+](=O)[O-])c(C)n1Cc1ccco1 | 13 | -3 | 16 | -0.1 | -1.4 | -4 | 0 | -2.7 | 1 | 9
O=C(COC(=O)c1cnccn1)c1ccc2c(c1)CCCC2 | -9 | -6 | -5 | 4.3 | -0.2 | 1 | -3 | 1.2 | 3 | 6
CCOC(=O)C1CCN(C(=O)CNS(=O)(=O)c2cccs2)CC1 | 1 | -6 | -7 | 2.1 | -0.3 | -1 | -2 | -2.1 | 3 | 8
O=C(CCCN1C(=O)c2ccccc2C1=O)Nc1cccnc1 | 18 | -11 | -30 | 1.2 | -1.2 | -5 | -2 | 3.8 | -4 | 8
CC(NC(=O)COC(=O)c1ccc(CO)cc1)C1CC2CCC1C2 (centres undefined) | nt | -2 | 1 | -0.1 | i | nt | -3 | -1.2 | 1 | 4
CC1[C@H]2Cc3ccc(O)cc3[C@]1(C)CCN2CCc1ccccc1 (some centres undefined) | nt | 16 | 12 | nt | -0.3 | nt | 1 | 0.7 | 4 | -17
Cc1ccc(S(=O)(=O)N2CCN(C(=O)COC(=O)COc3ccc(Cl)cc3C)CC2)c(C)c1 | nt | nt | -11 | nt | -3.3 | nt | -1 | -0.4 | 4 | 2
COc1cccc(NC(=O)NCCN2CCCCC2)c1 | 76 | -1 | -10 | -0.3 | -0.3 | -4 | 1 | -0.6 | 6 | 4

The final three entries of the part above come first, to join the parts.
SMILES | DUSP3 inh | Rv3671c inh | PriA SSB inh | Mtb UGM inh | BH1578 lux ind | 3CLpro inhibitor | FBA Mtb inh | Mtb BioA inh | MazEF act | GDH-TPI inh
CC1[C@H]2Cc3ccc(O)cc3[C@]1(C)CCN2CCc1ccccc1 (some centres undefined) | nt | 16 | 12 | nt | -0.3 | nt | 1 | 0.7 | 4 | -17
Cc1ccc(S(=O)(=O)N2CCN(C(=O)COC(=O)COc3ccc(Cl)cc3C)CC2)c(C)c1 | nt | nt | -11 | nt | -3.3 | nt | -1 | -0.4 | 4 | 2
COc1cccc(NC(=O)NCCN2CCCCC2)c1 | 76 | -1 | -10 | -0.3 | -0.3 | -4 | 1 | -0.6 | 6 | 4
O=C(CSc1ncnc2sc3c(c12)CCC3)NCC1CCCO1 (centres undefined) | -4 | -2 | 2&-4 | 2.0 | -0.8 | 0 | 3 | 1.0 | 0 | 4
CSc1nc(N)c(C(=O)N(c2ccccc2)c2ccccc2)s1 | nt | nt | nt | nt | 0.3 | nt | 0 | -0.1 | 2 | 23
CCC(C)NC(=O)c1ccccc1SC (centres undefined) | 35 | 3 | -1 | 1.1 | -0.3 | -1 | 4 | -3.8 | 8 | 2
COc1cc(OC)cc(C(=O)NCC(=O)OCC(=O)NC2CCCc3ccccc32)c1 (centres undefined) | nt | nt | 2 | -0.9 | i | nt | -2 | -1.2 | -1 | 1
COc1cc(C(=O)Nc2ccc(C(=O)O)cc2)ccc1OC(C)=O | 7 | 1 | 2 | 1.7 | i | -3 | 0 | nt | 3 | -4
CCOC(=O)c1ccc(NC(=O)c2nc[nH]c2C(=O)N[C@H](C)c2ccccc2)cc1 | 3 | -65 | -18 | -0.2 | 11 | nt | 2 | -1.2 | -9 | 0
CC(OC(=O)Cc1coc2cc3c(cc12)CCC3)C(=O)NCc1ccc2c(c1)OCO2 (centres undefined) | -12 | -6 | -23 | nt | 0.6 | -1 | -1 | 0.1 | 2 | -4
CCCOc1cccc(C(=O)NC(=S)Nc2cccc(NC(=O)c3ccccc3Cl)c2)c1 | -1 | -24 | -1 | 0.9 | i | -4 | 1 | -3.6 | 0 | 11
CCC(=O)NC(c1cccs1)c1cc([N+](=O)[O-])c2cccnc2c1OC (centres undefined) | nt | nt | nt | nt | i | nt | -8 | 1.8 | nt | 16
Cc1ccc(NC(=O)COc2cccc(-n3cnnn3)c2)cc1[N+](=O)[O-] | 71 | -21 | 1 | -1.0 | -3.1 | -5 | 0 | 0.5 | 3 | -2
CC(C)Cc1ccc(C(C)NC(=O)Cc2ccc(S(=O)(=O)N3CCOCC3)s2)cc1 (centres undefined) | nt | -4 | 4 | -1.2 | -5.0 | nt | 0 | 0.1 | 4 | -1

Not all compounds are listed, so the mix of outcomes need not match the whole.
